Compound activity from PubChem.
HCV core dimer = blocks dimerization of HCV core protein; TR-FRET GST/Flag-core106 dimerization, 1536-well; inhibition, % at 5 µM; actives 0.33% (n = 300,000); AID 1899;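 active = inhibition above the mean of all tested compounds plus 3 SD, set per screening campaign, cut at about 45% in these data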
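test system = GST/Flag-tagged HCV core106 proteins | probe or stimulus = Eu donor and XL665 acceptor anti-tag antibodies | times = compound-protein-antibody incubation 4 h at 22.5 °C | signal = TR-FRET, excitation 340 nm, emission 617 and 671 nm | measure = percent inhibition of core106 dimerization signal | controls = wells lacking GST-core106 and wells with excess unlabelled core106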
JMJD2C inh = blocks human GASC-1 demethylase activity. actives 0.069% (n = 330,000). GST-JMJD2C(1-420) H3K9me3 demethylation, DELFIA europium. inhibition, % at 2.35 µM. Q9H3R0;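 active = more than half of a compound's replicate wells show inhibition beyond 50%, single wells judged on their own value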;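 note: signal counts dimethyl H3K9 product captured on neutravidin plate; 0% = median of DMSO wells and 100% = 0.3 times that DMSO median; strong numbers were not always called active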
CTSL1 counter = blocks F. hepatica cathepsin L1 in PFM18AAP counter-screen | recombinant F. hepatica cathepsin L1, Z-Leu-Arg-MCA fluorescence | inhibition, % at 5.96 µM | actives 0.49% (n = 300,000);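 active = inhibition above the mean of all tested compounds plus 3 SD, set per screening campaign, cut at about 17% in these data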;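 note: 0% = plate median of test compound wells and 100% = 1 µM Z-Phe-Ala-diazomethylketone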
PP5 inh = PP5 (human) phosphatase inhibition | P53041 | purified PP5c, OMFP substrate fluorescence | inhibition, % at 6.7 µM | actives 0.18% (n = 320,000);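 active = inhibition above the campaign's mean inhibition across all tested compounds plus 3 SD, cut at about 9.5% in these data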;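 note: 0% = DMSO only and 100% = 100 µM cantharidin control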
PP1 counter = blocks human PP1-alpha phosphatase, a PP5 counter-screen; P62136; purified PP1alpha, OMFP fluorescence; inhibition, % at 6.7 µM; actives 0.9% (n = 320,000);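 active = inhibition above the mean inhibition of all tested compounds plus 3 SD, computed separately for each screening campaign, cut at about 15% in these data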
procasp3 activ = activates human procaspase-3; AID 463141; actives 0.11% (n = 330,000); recombinant procaspase-3 D3A, Ac-DEVD-pNA absorbance 405 nm; activation, % at 8.5 µM;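 active = activation above the mean of all tested compounds plus 3 SD, cut at about 21% in these data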;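 note: 0% = DMSO alone and 100% = DMSO wells spiked with extra 5 µM PC-3 D3A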
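Assay system – Procaspase-3 D3A mutant · Benchmarks – DMSO low control, extra-enzyme high control · Technique – 405 nm absorbance of p-nitroaniline, reads at 0 and 120 min · Doses – 8.5 µM nominal · Measure – % activation between DMSO and enzyme-spiked controls · Also added – Ac-DEVD-pNA chromogenic peptide substrate · Schedule – 1 h compound preincubation, 2 h substrate hydrolysis at 25 °C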
VLA-4 inh = inhibition in a human VLA-4 binding assay | P13612 | actives 0.2% (n = 330,000) | VLA-4 expressing cells, ligand binding flow cytometry | inhibition, % (about 7 µM as worked out from the volumes in the protocol); in the data active = inhibition above about 50%
proCasp7 act = activates human procaspase-7, counter-screen for procaspase-3 activators; AID 463210; recombinant procaspase-7, Ac-DEVD-pNA absorbance 405 nm; D23A/D198A/D206A triple mutant, cannot self-cleave; scale: DMSO 0, 5 µM enzyme 100; actives 0.093% (n = 330,000); activation, % at 8.5 µM; P55210;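 active = percent activation above the screen-wide mean plus 3 SD, cut at about 25% in these data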
Target sequence (P55210 whole entry D23A/D198A/D206A): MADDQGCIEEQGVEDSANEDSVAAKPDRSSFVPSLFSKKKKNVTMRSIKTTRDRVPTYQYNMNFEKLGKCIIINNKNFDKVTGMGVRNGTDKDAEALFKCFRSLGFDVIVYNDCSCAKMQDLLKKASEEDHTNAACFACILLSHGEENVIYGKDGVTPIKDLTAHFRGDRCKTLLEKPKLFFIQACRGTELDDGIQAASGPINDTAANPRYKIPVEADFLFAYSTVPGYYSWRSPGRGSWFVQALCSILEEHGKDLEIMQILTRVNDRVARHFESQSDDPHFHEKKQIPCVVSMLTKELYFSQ
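Replicates: singlicate. Assay system: Procaspase-7 triple mutant (PC-7 D3A). Signal: 405 nm absorbance of p-nitroaniline. Times: 1 h preincubation, 2 h reaction. Buffer or medium: Zinc-free HEPES pH 7.4 with 300 mM NaCl, 0.01% Triton X-100. Also added: DEVD-pNA substrate. Benchmarks: DMSO wells as 0%, DMSO with 5 µM added PC-7 as 100%.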
GRK2 aptamer HTS = inhibitors of human GRK2 displacing RNA aptamer; P25098; bead flow cytometry, FAM-aptamer displacement from GRK2; inhibition of aptamer binding, % at 10 µM; actives 0.59% (n = 330,000); AID 488847;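 active = inhibition of aptamer binding above 40%, roughly 3 SD of noise, on plates passing a quality check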;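 note: median bead fluorescence of bound FAM aptamer so fluorescent compounds give negative values; no value below 0 was filed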
Target sequence (P25098 whole entry, looked up): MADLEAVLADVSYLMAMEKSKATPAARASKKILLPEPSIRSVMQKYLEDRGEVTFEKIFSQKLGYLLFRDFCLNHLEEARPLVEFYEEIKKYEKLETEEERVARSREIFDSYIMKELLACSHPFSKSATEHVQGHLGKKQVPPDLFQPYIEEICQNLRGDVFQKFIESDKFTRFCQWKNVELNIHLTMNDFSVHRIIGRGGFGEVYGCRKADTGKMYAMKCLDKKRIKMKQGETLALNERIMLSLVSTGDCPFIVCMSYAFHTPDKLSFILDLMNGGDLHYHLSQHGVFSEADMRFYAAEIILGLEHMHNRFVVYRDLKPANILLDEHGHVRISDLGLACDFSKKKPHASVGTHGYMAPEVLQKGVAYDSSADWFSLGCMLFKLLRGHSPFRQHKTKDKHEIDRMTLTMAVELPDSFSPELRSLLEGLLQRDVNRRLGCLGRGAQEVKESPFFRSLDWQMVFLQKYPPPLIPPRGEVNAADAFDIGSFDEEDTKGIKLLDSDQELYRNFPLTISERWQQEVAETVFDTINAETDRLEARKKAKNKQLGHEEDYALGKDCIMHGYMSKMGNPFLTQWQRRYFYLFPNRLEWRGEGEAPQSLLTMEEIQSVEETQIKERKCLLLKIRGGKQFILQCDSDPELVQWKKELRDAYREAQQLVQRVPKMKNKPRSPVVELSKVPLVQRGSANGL
Active calls of the source: *; · = not tested or not shown.

Structure	HCV core dimer	JMJD2C inh	CTSL1 counter	PP5 inh	PP1 counter	procasp3 activ	VLA-4 inh	proCasp7 act	GRK2 aptamer HTS
Cc1nc2sc3c(c2c(=O)n1N)CCC3	2	-2	1	0.8	1	8	6	15	5
CCN(CC(=O)NCc1cccnc1)S(=O)(=O)c1ccc(OC)cc1	-15	-4	-1	2.4	1	4	-3	1	3
O=C(O)c1cc(S(=O)(=O)NC23CC4CC(CC(C4)C2)C3)ccc1Cl	-2	-8	-6	-1.8	-1	5	11	2	1
OCCN(CCO)CC(O)COCCC12CC3CC(CC(C3)C1)C2 (configuration not stated)	-4	-7	-1	1.4	2	-12	1	-4	0
Clc1ccc(NC2(c3nnnn3C3CCCCC3)CCCCC2)cc1	5	9	0	0.5	-1	-1	0	13	2
CC(C)c1ccc(N(CC(=O)NC2CCCCC2)C(=O)CNC(=O)c2ccco2)cc1	-7	-8	-1	1.7	4	-1	-6	3	0
CCOC(=O)C1=C(COC(=O)CNC(=O)c2cccc(C)c2)NC(=O)NC1C (configuration not stated)	-1	0	11	-0.9	0	1	-2	8	1
O=[N+]([O-])c1ccc(N2CCN(C(=S)Nc3ccccc3)CC2)cc1	5	-8	0	1.1	-4	4	12	-4	1
CCCNC(=S)Nc1ccc(S(N)(=O)=O)cc1	-5	-2	5	-1.1	-1	-15	-1	-4	0
Cc1cc(-c2nnc(CCC(=O)NCc3cc(F)cc(C(F)(F)F)c3)o2)no1	-3	39	0	-1.1	-5	-2	6	0	1
COc1ccc(N2CCN(S(=O)(=O)c3cccc(C(F)(F)F)c3)CC2)cc1	2	-5	2	0.2	-1	4	1	8	1
O=C(NCCC1CCCCN1S(=O)(=O)c1ccccc1)C(=O)NCC1CCCO1 (configuration not stated)	1	7	0	-1.7	-5	5	-4	8	0
O=C(Nc1ccc2ccccc2n1)c1ccccc1Cl	-6	-12	-1	3.5	-3	7	10	-3	0
COc1ccc(OC)c(CCNC(=O)c2ccc(CS(=O)Cc3cccc(Cl)c3)o2)c1 (configuration not stated)	3	-7	0	4.2	1	5	9	-7	3
COc1ccc(NS(=O)(=O)c2cc(NC(=O)c3nn(C)c(=O)c4ccccc34)ccc2OC)cc1	3	15	2	3.1	0	-4	-4	6	0
Cc1cc(C)c(S(=O)(=O)N2CCN(S(=O)(=O)N3CCOCC3)CC2)c(C)c1	5	8	-1	2.6	2	7	1	2	4
O=C(COC(=O)/C=C/c1cnc2ccccc2n1)NCC(F)(F)F	2	3	0	0.4	0	2	-32	0	2
C=CCn1c(=O)c(C(=O)Nc2ccccc2O)c(O)c2ccccc21	23	54	-1	0.4	1	4	0	9	0
CC(C(=O)O)n1nc(-c2ccccc2)c2ccccc21 (configuration not stated)	0	8	-1	-0.6	-1	1	13	8	3
COc1cc(CNc2ccc(CNc3ncn[nH]3)cc2)ccc1OCC(=O)NC(C)(C)C	-10	-4	2	1.2	-7	4	-2	-4	2
CS(=O)(=O)N1CCN(CC(=O)NC2CCCCC2)CC1	-5	-13	0	1.5	-3	-5	-2	-3	2
Cc1cc(C)cc(NC(=O)c2cc(=O)c3ccccc3o2)c1	5	-2	1	0.1	-6	6	1	10	0
COc1ccc(C2c3[nH]c4ccccc4c3CCN2Cc2cccn2-c2ncccn2)cc1C (configuration not stated)	7	-7	1	2.9	1	-6	-1	-7	0
CC(C(=O)OCC(=O)c1c(N)n(C)c(=O)n(C)c1=O)N1C(=O)c2ccccc2C1=O (configuration not stated)	3	-6	1	-2.3	1	-11	2	-4	1
N#CCC(CNc1ncc(C(F)(F)F)cc1Cl)OC(=O)c1ccc(Cl)cc1 (configuration not stated)	-4	7	4	9.3	2	-6	-6	1	5
Cc1ccc(C(=O)NCC(=O)N2CCC3(CC2)NCCc2[nH]cnc23)cc1C	7	1	-4	1.6	-6	-1	-6	6	0
O=C(O)c1cccc(N2C(=O)c3ccc(C(=O)c4cccc([N+](=O)[O-])c4)cc3C2=O)c1	1	28	-7	0.9	-6	6	0	10	1
CCOC(=O)c1c(NC(=O)COC(=O)c2ccccn2)sc(C)c1C	·	-10	·	2.4	0	3	35	3	0
COc1ccc(CCNC(=O)/C=C/C(=O)O)cc1	-5	-7	1	-2.6	-5	-15	0	5	1
CSc1cccc(NC(=O)CN(C2CCCCC2)S(C)(=O)=O)c1	-10	-17	8	3.6	2	4	-7	5	5
CCOC(=O)CN1C(=O)C(O)(CC(=O)c2ccccn2)c2ccccc21 (configuration not stated)	-15	3	-2	1.2	0	10	24	2	1
Cc1ccccc1C(=O)N1CCC(C(=O)N(C)CCOc2ccccc2)CC1	4	8	-2	0.4	-1	10	0	4	0
CCCCCCCCCCNC(=O)CCn1[nH]c(=O)c2ccccc2c1=O	1	-16	3	-1.8	2	-1	-16	-1	0
COc1ccc(NS(=O)(=O)c2ccc(S(=O)(=O)N3CCCC3)cc2)cc1	8	1	2	-2.9	-4	-7	-5	-12	3
COc1cc2c(cc1OC)C1=C(C#N)COCN1CC2	-3	47	-4	0.6	1	-8	4	-10	1
COCCCn1c(C(=O)N2CC(C)OC(C)C2)cc2c(=O)n3ccccc3nc21 (configuration not stated)	-7	-2	1	3.4	-3	0	19	0	0
Nc1ccc(Oc2ccc(F)cc2)nc1	0	-18	-1	-0.8	-3	-15	-14	-13	1
Cc1cc2oc(C(=O)N(Cc3ccc(N(C)C)cc3)CC3CCCO3)c(C)c2cc1C (configuration not stated)	11	-17	3	2.5	1	3	-12	-6	7
O=C(COc1ccc(Cl)cc1)N1CCN(c2ccc([N+](=O)[O-])c(N3CCCCC3)c2)CC1	18	0	-4	1.8	2	-5	4	-4	1
CN(C)C(CNC(=O)CCNS(=O)(=O)c1ccccc1C(F)(F)F)c1ccccc1 (configuration not stated)	·	-11	·	3.4	0	-3	11	5	0
COc1ccc(C(=O)NNC2=Nc3cccc4cccc2c34)cc1	-37	9	-2	0.1	-1	9	-12	-3	4
O=C(Nc1nc2ccccc2n1Cc1ccccc1)c1ccc(COc2ccccc2[N+](=O)[O-])o1	9	-2	3	3.3	-5	1	14	4	0
Cc1cnc(NC(=O)c2c(Cl)cnn2C)s1	6	9	0	2.8	-1	-1	-4	3	0
O=C(OCCCOC(=O)c1ccccc1O)c1ccccc1O	0	-3	0	0.5	-2	5	-4	-4	0
CCOc1ccc(NC(=O)CSc2nc3[nH]ncc3c(=O)[nH]2)cc1	-2	-10	0	-0.6	0	-5	1	-4	0
CCC(=O)Nc1ccc(C(=O)OCC(=O)c2ccc(C)c([N+](=O)[O-])c2)cc1	-2	-4	-3	2.2	-5	-3	19	7	0
C=CCN(CC(=O)O)S(=O)(=O)c1ccccc1C(F)(F)F	1	4	0	1.1	2	-8	-20	0	0
CCC1CCCCN1CCCNC(=O)CN1C(=O)c2cccnc2Oc2ccc(C)cc21 (configuration not stated)	1	-10	-6	0.8	-2	11	36	2	0
CCc1cc(-c2n[nH]c(C)c2-c2nc3ccccc3n2C)c(O)c(CN2CCN(C)CC2)c1O	2	-28	-4	-0.5	-3	-9	18	11	3
O=C(Oc1ccc(NC2=NS(=O)(=O)c3ccccc32)cc1)c1cccnc1	0	17	8	-0.9	-3	1	6	-3	0
O=c1nc(Nc2ccc(Br)cc2)sc2ccc([N+](=O)[O-])cc12	28	-11	8	1.1	11	-1	-1	-8	42*
CC(C)N(C(=O)[C@H]1CC(CC(=O)NCc2cccc(C(F)(F)F)c2)C(=O)N2CCc3c([nH]c4ccccc34)[C@]12C)C(C)C (some centres not stated)	·	44	·	·	·	-9	-8	4	7
C[C@@H]1NC(=O)c2cc([N+](=O)[O-])cc(I)c2NCC[C@@H](C(N)=O)NC(=O)[C@H](CC(N)=O)NC1=O	-12	6	2	2.9	0	1	40	3	3
CC(C)NCCOCCOc1ccc(Cl)cc1Br	-2	-23	1	1.0	-3	-1	8	0	0
Cc1nc2ncnn2c(N2CCN(C(c3ccccc3)c3ccccc3)CC2)c1C	9	2	2	0.3	7	3	-3	-1	1
Cc1ccc(Cn2cnc3ccccc32)cc1C	-4	4	2	-0.8	1	1	19	3	0

Compounds above that contain a CF3 group, in the order listed:
Structure	HCV core dimer	JMJD2C inh	CTSL1 counter	PP5 inh	PP1 counter	procasp3 activ	VLA-4 inh	proCasp7 act	GRK2 aptamer HTS
Cc1cc(-c2nnc(CCC(=O)NCc3cc(F)cc(C(F)(F)F)c3)o2)no1	-3	39	0	-1.1	-5	-2	6	0	1
COc1ccc(N2CCN(S(=O)(=O)c3cccc(C(F)(F)F)c3)CC2)cc1	2	-5	2	0.2	-1	4	1	8	1
O=C(COC(=O)/C=C/c1cnc2ccccc2n1)NCC(F)(F)F	2	3	0	0.4	0	2	-32	0	2
N#CCC(CNc1ncc(C(F)(F)F)cc1Cl)OC(=O)c1ccc(Cl)cc1 (configuration not stated)	-4	7	4	9.3	2	-6	-6	1	5
CN(C)C(CNC(=O)CCNS(=O)(=O)c1ccccc1C(F)(F)F)c1ccccc1 (configuration not stated)	·	-11	·	3.4	0	-3	11	5	0
C=CCN(CC(=O)O)S(=O)(=O)c1ccccc1C(F)(F)F	1	4	0	1.1	2	-8	-20	0	0
CC(C)N(C(=O)[C@H]1CC(CC(=O)NCc2cccc(C(F)(F)F)c2)C(=O)N2CCc3c([nH]c4ccccc34)[C@]12C)C(C)C (some centres not stated)	·	44	·	·	·	-9	-8	4	7
